V-ATPase pH: yeast V-ATPase proton transport regulation by pHLuorin. response, % at 10 µM. S. cerevisiae, pHLuorin cytosolic pH fluorescence. 350,000 tested, 0.37% active; in the data active = response mostly above about 7.3%, no sharp cut-off; inactive = mostly below about 5.4%; note: actives read high; inactives centre near 0; some compounds called inactive have numbers as strong as hits
DAGLB inh: diacylglycerol lipase beta (human) inhibition; Q8NCG7; HEK293T DAGLB membrane lysate, EnzChek fluorogenic substrate; inhibition, % at 5.17 µM; 340,000 tested, 0.059% active; in the data active = inhibition above about 34%;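 note: 0% = enzyme with vehicle and 100% = wells lacking enzyme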
Arrestin-AP2 inh: blocks beta-arrestin peptide binding to AP2 adaptin. inhibition, % at 10 µM. 340,000 tested, 0.31% active. AID 504490. FITC-arrestin peptide / GST-AP2 beads, flow cytometry; AP2 beta2 appendage carries R879A mutation;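 active = inhibition above a set limit, near 3 SD of compounds lacking own fluorescence, cut at about 54% in these data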;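 note: plate controls were DMSO wells for no effect and 5 µM unlabelled arrestin peptide for full effect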
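Material – AP2 appendage R879A on GSH beads · Buffer or medium – PBS with 0.05% Tween 20 and 0.1% BSA · Probe or stimulus – fluorescein-tagged arrestin peptide at 50 nM final · Incubation – compound with beads 12 min RT, then probe 1 h RT · Detection – high-throughput flow cytometry of beads, ex 488, em 535 nm · Evaluation – percent response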
CAL PDZ FP-1: human CAL PDZ-peptide interaction inhibition | purified CAL PDZ, TMR-peptide fluorescence polarization, 1 h | inhibition, % at 20 µM | 330,000 tested, 0.02% active | AID 504414;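 active = highest replicate inhibition of at least 40%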;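 note: plate controls were DMSO neutral control wells for no effect and unlabeled competitor peptide control wells for full effect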
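Read-out basis: mP drop reported as inhibition | Assay system: Tagged CAL PDZ protein CerCALP, purified | Benchmarks: Unlabelled peptide for full inhibition, DMSO wells as neutral | Schedule: 1 h incubation at room temperature before polarization reading | Buffer or medium: Sodium phosphate/NaCl buffer pH 7.4 with TCEP, IgG, Thesit | Doses: Single point, 20 µM | Measured by: Fluorescence polarization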
Keap1 Nrf2 FP: disrupts human Keap1 binding to Nrf2 peptide. Q14145. Keap1 Kelch-Nrf2 peptide fluorescence polarization, 1536-well. inhibition, % at 9.4 µM. 340,000 tested, 0.15% active; in the data active = inhibition above about 12%;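 note: human Keap1 Kelch domain with fluorescein labeled Nrf2 9mer peptide probe; 0% = neutral control wells and 100% = peptide positive control; higher means more block of Keap1 binding to Nrf2 peptide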
Target sequence (Q14145 whole entry, looked up, the tested form may be a part): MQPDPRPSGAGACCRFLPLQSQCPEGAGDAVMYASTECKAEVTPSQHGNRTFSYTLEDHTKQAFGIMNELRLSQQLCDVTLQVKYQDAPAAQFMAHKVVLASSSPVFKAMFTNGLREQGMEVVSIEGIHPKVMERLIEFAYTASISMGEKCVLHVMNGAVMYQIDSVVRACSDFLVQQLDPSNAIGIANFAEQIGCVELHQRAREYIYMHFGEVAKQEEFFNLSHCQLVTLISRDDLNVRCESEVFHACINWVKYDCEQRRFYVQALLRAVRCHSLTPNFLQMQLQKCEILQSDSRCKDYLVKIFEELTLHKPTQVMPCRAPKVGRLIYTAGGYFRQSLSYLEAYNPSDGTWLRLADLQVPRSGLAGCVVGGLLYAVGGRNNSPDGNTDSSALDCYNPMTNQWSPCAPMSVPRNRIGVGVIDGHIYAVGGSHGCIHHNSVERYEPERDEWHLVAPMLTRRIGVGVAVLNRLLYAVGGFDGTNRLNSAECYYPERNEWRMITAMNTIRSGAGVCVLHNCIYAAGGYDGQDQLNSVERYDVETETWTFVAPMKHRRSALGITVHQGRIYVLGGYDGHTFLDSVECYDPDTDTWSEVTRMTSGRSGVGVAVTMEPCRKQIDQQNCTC
Pemphigus Ab inh: human desmoglein-3 autoantibody binding inhibition; P32926; DSG3-coupled beads, scFv-anti-DSG3-GFP binding, flow cytometry; stronger effect = lower value; 310,000 tested, 0.48% active; binding (percent of control), % at 10 µM; AID 588358;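 active = binding more than 3 SD below its plate's average and above zero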;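 note: hits lower antibody fragment binding to DSG3; some compounds called inactive have numbers as strong as hits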
CAL PDZ FP-2: CAL PDZ (human) peptide binding inhibition; purified CAL PDZ, TMR-peptide fluorescence polarization, 1 h; inhibition, % at 24.9 µM; 300,000 tested, 0.92% active; AID 602252;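 active = mean inhibition of at least 30% with at least half of replicates also reaching 30%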;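 note: 0% = DMSO neutral control and 100% = excess unlabeled competitor peptide PRC23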
LANA DNA inh: inhibitors of KSHV LANA C-terminal domain DNA binding. MBP-C-LANA/FAM-LBS DNA binding, fluorescence polarization. inhibition, % at 9 µM. 340,000 tested, 0.078% active;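 active = highest replicate inhibition at or above 60% at 9 µM, even if other replicates fall short; inactive = all replicates below 60% inhibition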;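 note: 0% = neutral control wells and 100% = 4 µM acridine orange control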
Cardiac RTF inh: cardiac RTF calcium desensitization; P19429+P45379; IANBD-labeled cardiac RTF, Ca2+ fluorescence; inhibition, % at 7.15 µM; 340,000 tested, 0.12% active;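 active = inhibition above the mean inhibition of all tested compounds plus 3 SD, cut at about 17% in these data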;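 note: assay run at fixed EC70 calcium of 1.6 mM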
NSD2 HMT inh: inhibitors of human histone methyltransferase NSD2; AID 743445; NSD2 peptide methylation, AlphaScreen, 120 min; O96028; inhibition, % at 12.5 µM; 310,000 tested, 0.54% active; in the data active = inhibition above about 50%
An asterisk follows results filed as active; / = no result given; & = joins results of further samples.

SMILES	V-ATPase pH	DAGLB inh	Arrestin-AP2 inh	CAL PDZ FP-1	Keap1 Nrf2 FP	Pemphigus Ab inh	CAL PDZ FP-2	LANA DNA inh	Cardiac RTF inh	NSD2 HMT inh
O=C(CN1CCN(C(=O)c2ccc(-c3nc4ccccc4s3)o2)CC1)Nc1cccc(F)c1	-2	-3	/	/	/	109	/	/	/	1
Cc1nc2sccn2c(=O)c1S(=O)(=O)NC(C)c1ccccc1 (configuration not stated)	-4	-1	-1	-0.6	2	102	-6	0.1	-5	/
Cc1ccc(C(=O)NCCc2nnc(SCC(=O)Nc3nc(-c4ccccc4)cs3)n2C)cc1	2	1	-1	-0.9	-6	/	2	0.0	-3	/
NC(=O)c1ccsc1NC(=O)c1cccs1	0	-2	4	-2.3	1	98	/	-0.4	-18	/
CC(=O)Nc1ccc(Nc2nc(Cl)nc(Nc3ccc(NC(C)=O)cc3)n2)cc1	0	1	30	-0.1	-2	113	6	-1.3	-3	-1
O=S(=O)(Nc1ncn[nH]1)c1ccc2ccccc2c1	12	1	10	-0.5	-2	93	-1	0.5	-6	0
COc1cc(/C=N/Nc2ccc(C(F)(F)F)cn2)cc(OC)c1O	1	2	-25	0.8	-1	93	-2	-1.8	4	-3
O=C(/C=C/c1ccco1)OCc1nnc(-c2ccc(Cl)cc2)o1	-2	-3	-5	-3.0	-7	101	-3	-0.1	1	-2
CCOC(=O)c1[nH]c(CSc2nnc(-c3ccncc3)n2CCOC)c(C(=O)OCC)c1C	0	1	31	-0.7	2	/	-1	2.0	-4	-1
CSc1nccc(Oc2cncc(Cl)c2)n1	2	-2	-2	-0.6	-5	103	-5	2.6	-5	-3
CS(=O)(=O)N1CCC(Oc2ccccc2C(=O)N2CCC[C@H]2CO)CC1	-2	-1	23	0.9	4	98	-5	-0.3	8	-2
CC(C)OP(=O)(OC(C)C)C1(O)C(=O)Nc2ccccc21 (configuration not stated)	-3	0	-4	0.8	-3	104	-1	0.7	-3	0
COc1ccccc1CNC(=O)C1CCN(c2nc3ccccc3o2)CC1	0	0	10	-0.1	-5	104	1	-1.2	-6	-2
O=C(c1ccc(Br)cc1)C1CCc2occc2C1=O (configuration not stated)	-4	0	2	-0.9	3	101	4	2.7	-10	2
COc1ccc(/C=C2\C(=O)NC(=S)N2C(=O)c2ccc(C)cc2)cc1	0	7	15	-1.8	-7	100	-2	2.3	-6	13
Cn1cc(CCNC(=O)CC2C(=O)NCCN2CC(c2ccccc2)c2ccccc2)cn1 (configuration not stated)	2	2	5	0.3	-5	91	-5	1.1	-3	43
CCC(=O)N(CCc1ccc(OC)c(OC)c1)Cc1cc2ccc(C)cc2n2nnnc12	-3	1	-2	-0.2	-5	110	-2	-0.8	-2	-3
Cc1ccc(NS(=O)(=O)c2cc(C(=O)NCc3ccncc3)ccc2C)cc1	1	-1	15	-2.9	0	119	-7	0.5	0	4
COc1cccc(C2=NOC(C(=O)Nc3cccnc3)C2)c1 (configuration not stated)	0	-3	2	-0.6	0	97	/	0.2	-2	0
O=C(Cc1c(F)cccc1Cl)Nc1nc2ccccc2s1	0	-3	13	-2.0	-4	106	-2	-1.2	6	3

A second format for some results above.
| SMILES | V-ATPase pH | DAGLB inh | Arrestin-AP2 inh | CAL PDZ FP-1 | Keap1 Nrf2 FP | Pemphigus Ab inh | CAL PDZ FP-2 | LANA DNA inh | Cardiac RTF inh | NSD2 HMT inh |
| --- | --- | --- | --- | --- | --- | --- | --- | --- | --- | --- |
| Cc1ccc(NS(=O)(=O)c2cc(C(=O)NCc3ccncc3)ccc2C)cc1 | 1 | -1 | 15 | -2.9 | 0 | 119 | -7 | 0.5 | 0 | 4 |
| COc1cccc(C2=NOC(C(=O)Nc3cccnc3)C2)c1 (configuration not stated) | 0 | -3 | 2 | -0.6 | 0 | 97 | / | 0.2 | -2 | 0 |

(list continues)
SMILES	V-ATPase pH	DAGLB inh	Arrestin-AP2 inh	CAL PDZ FP-1	Keap1 Nrf2 FP	Pemphigus Ab inh	CAL PDZ FP-2	LANA DNA inh	Cardiac RTF inh	NSD2 HMT inh
CCc1cc(=O)oc2c3c(cc(OCC(=O)NCCC(=O)O)c12)OC(C)(C)CC3	-1	-2	33	0.2	-3	97	-4	0.6	6	28
Cc1nc2ccccc2c(=O)[nH]1	1	1	8	-0.1	-2	/	1	-1.1	-8	3
COc1ccc(NC(=O)N2CCCC2C(=O)NCCc2ccccc2)cc1 (configuration not stated)	-1	2	9	-26	-4	114	-7	-0.5	-1	-2
CC(C)(C)OC(=O)N1CCN(C(=O)c2[nH]cnc2C(=O)Nc2ccon2)CC1	6	-1	45	0.5	3	98	1	4.5	-17	/
O=C(CCC(=O)Nc1ccc(Cl)cc1)N/N=C/c1ccc2c(c1)OCO2	3	0	-19	-2.5	-6	/	-6	-3.0	4	-2
O=C(O)COc1ccc(/C=C2/SC(=S)N(Cc3ccccc3)C2=O)cc1	1	6	-3	0.5	-3	121	-7	-1.5	-5	16
Cc1cc(C(=O)Nc2cnn(Cc3ccc(Cl)cc3Cl)c2)no1	-1	0	1	/	-7	106	4	0.2	0	-1
O=C(OC(C(=O)Nc1ccc(Cl)cc1C(F)(F)F)c1ccccc1)c1c(Cl)cccc1Cl (configuration not stated)	1	-19	45	-0.4	-2	125	-3	1.6	-2	-2
CCOc1ccc(C(=O)CSc2nnc(N)s2)cc1	3	1	-3	-0.2	1	86	7	-0.6	-7	-3
O=S(=O)(CCc1nc2ccccc2s1)c1ccc2ccccc2c1	1	-7	-1	-0.5	-1	100	4	2.5	-8	-2
COc1ccc(NS(=O)(=O)c2cn(C)nc2C)cc1	2	-1	27	-0.1	-1	100	-2	-0.7	2	-1
O=C(NCc1cccc(Br)c1)c1cc(-c2ccccc2)nn1CC1CC(c2cccc([N+](=O)[O-])c2)=NO1 (configuration not stated)	9	-3	-4	0.7	-4	99	1	1.0	-18	/
Cc1ccc(NC(=O)Cn2c(-c3ccc(F)cc3)cnc2SCC(=O)Nc2c(C)cccc2C)cc1	0	2	-5	-0.6	-6	104	-1	2.1	-15	-3
COc1cc2nnn(-c3ccncc3)c2cc1OC	2	-2	/	/	/	106	/	/	/	-4
Fc1cccc(CCN2CCN=C2Nc2ccccc2)c1	-6	-2	22	-1.3	-2	105	0	0.0	6	/
CC1(C)CC(=O)C(C=NCc2cccnc2)=C(O)C1	2	0	-8	-0.6	7	96	1	-0.7	-7	/
COC(=O)[C@H](Cc1ccccc1)[C@@H](C)OS(N)(=O)=O	0	-4	-3	0.2	-1	103	0	0.5	3	/
CCOC(=O)C1CCN(C(=O)CSc2nc(N)cc(=O)[nH]2)CC1	-2	-1	12	-2.5	-2	/	-7	1.2	-12	4
CCCCN(CC)C(=O)c1n[nH]c(=O)c2ccccc12	/	-2	2	-3.7	5	96	/	-0.2	-2	3
COC(=O)CCN(C(=O)c1ccc(N2CCCCC2)c([N+](=O)[O-])c1)c1ccccn1	1	6	-17	-2.4	-3	105	-4	-1.0	0	9
O=C(NNc1ccccc1Cl)C(O)(c1cccc(C(F)(F)F)c1)c1cccc(C(F)(F)F)c1	-1	-8	-2	-0.8	-1	98	-1	0.0	-1	-2
CCc1ccc(NC(=O)C(=O)NCCN2CCN(Cc3ccc([N+](=O)[O-])cc3)CC2)cc1	2	-1	10	-0.7	-1	106	-4	2.6	-2	-1
Cc1cccc(CNc2ncnc3ccc(-c4ccoc4)cc23)c1	5	0	4	-2.6	-3	101	-5	-1.3	-11	/
CC1(C)S[C@@H]2[C@H](NC(=O)[C@H](N)c3ccccc3)C(=O)N2[C@H]1C(=O)O	-6&0	-1&4	-7&26	0.7&-0.2	-1&-1	102	-7&25	7.5&2.6	8&11	/
CCCc1cc(=O)oc2c(C)c(OCC(=O)NCCCN3CCOCC3)ccc12	7	0	-3	-0.5	-3	89	-4	-0.7	-1	30
CSCc1ccc(C(=O)N2CCCC(Nc3ccc(F)cc3)C2)o1 (configuration not stated)	-2	0	40	-1.0	0	93	-7	-0.5	4	8
CCOC(=O)C1=C(C(C)=O)C(c2cccnc2)C(C#N)=C(N)O1 (configuration not stated)	-3	-2	32	-0.5	2	108	-1	2.2	-19	-3
CC(Oc1ccccc1)C(=O)N1CCN(c2ccc(N3CCCCCC3)nn2)CC1 (configuration not stated)	-2	1	-1	-0.8	-3	107	-4	0.5	-6	0
C=CCn1c(SCC(=O)N2CCOCC2)nc2scc(-c3ccco3)c2c1=O	-8	-2	11	-1.4	-13	95	2	0.7	-11	1
O=C(Cn1c(=O)c2cccn2c2ccc(F)cc21)N1CCN(c2ccc(F)cc2)CC1	5	-2	-3	-1.8	3	99	-1	0.2	5	2
Cc1cc(C)c2c(N)c(C(=O)N3CCc4ccccc4C3)sc2n1	2	-6	15	-1.2	-7	106	0	0.2	-3	-1
CC1CCN(C(=O)COC(=O)/C=C/c2ccco2)CC1	6	-5	6	-4.6	-8	/	3	-0.2	-11	15

Molecules above that contain a Cl atom:
SMILES	V-ATPase pH	DAGLB inh	Arrestin-AP2 inh	CAL PDZ FP-1	Keap1 Nrf2 FP	Pemphigus Ab inh	CAL PDZ FP-2	LANA DNA inh	Cardiac RTF inh	NSD2 HMT inh
CC(=O)Nc1ccc(Nc2nc(Cl)nc(Nc3ccc(NC(C)=O)cc3)n2)cc1	0	1	30	-0.1	-2	113	6	-1.3	-3	-1
O=C(/C=C/c1ccco1)OCc1nnc(-c2ccc(Cl)cc2)o1	-2	-3	-5	-3.0	-7	101	-3	-0.1	1	-2
CSc1nccc(Oc2cncc(Cl)c2)n1	2	-2	-2	-0.6	-5	103	-5	2.6	-5	-3
O=C(Cc1c(F)cccc1Cl)Nc1nc2ccccc2s1	0	-3	13	-2.0	-4	106	-2	-1.2	6	3
O=C(CCC(=O)Nc1ccc(Cl)cc1)N/N=C/c1ccc2c(c1)OCO2	3	0	-19	-2.5	-6	/	-6	-3.0	4	-2
Cc1cc(C(=O)Nc2cnn(Cc3ccc(Cl)cc3Cl)c2)no1	-1	0	1	/	-7	106	4	0.2	0	-1
O=C(OC(C(=O)Nc1ccc(Cl)cc1C(F)(F)F)c1ccccc1)c1c(Cl)cccc1Cl (configuration not stated)	1	-19	45	-0.4	-2	125	-3	1.6	-2	-2
O=C(NNc1ccccc1Cl)C(O)(c1cccc(C(F)(F)F)c1)c1cccc(C(F)(F)F)c1	-1	-8	-2	-0.8	-1	98	-1	0.0	-1	-2

Source: PubChem (several laboratories)

This is a subset; count on the stated rates, not on these rows.
